Screens as filed in PubChem BioAssay.
CHT inh = inhibitors of human choline transporter CHT | AID 488975, 2010 | 310,000 compounds, 0.86% hits | High affinity choline transporter 1 (Homo sapiens), Q9GZV3 | CHT-expressing cells, membrane potential dye, choline response; hits give low values | B-score at 10 µM;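 active = B-score over 3 SD under the library average, and starting fluorescence ratio not unusually high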;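 also: choline stimulus applied at its EC90 after an EC20 pre-addition; B-score computed on integrated fluorescence ratio after choline addition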
Target sequence (Q9GZV3 whole entry, looked up): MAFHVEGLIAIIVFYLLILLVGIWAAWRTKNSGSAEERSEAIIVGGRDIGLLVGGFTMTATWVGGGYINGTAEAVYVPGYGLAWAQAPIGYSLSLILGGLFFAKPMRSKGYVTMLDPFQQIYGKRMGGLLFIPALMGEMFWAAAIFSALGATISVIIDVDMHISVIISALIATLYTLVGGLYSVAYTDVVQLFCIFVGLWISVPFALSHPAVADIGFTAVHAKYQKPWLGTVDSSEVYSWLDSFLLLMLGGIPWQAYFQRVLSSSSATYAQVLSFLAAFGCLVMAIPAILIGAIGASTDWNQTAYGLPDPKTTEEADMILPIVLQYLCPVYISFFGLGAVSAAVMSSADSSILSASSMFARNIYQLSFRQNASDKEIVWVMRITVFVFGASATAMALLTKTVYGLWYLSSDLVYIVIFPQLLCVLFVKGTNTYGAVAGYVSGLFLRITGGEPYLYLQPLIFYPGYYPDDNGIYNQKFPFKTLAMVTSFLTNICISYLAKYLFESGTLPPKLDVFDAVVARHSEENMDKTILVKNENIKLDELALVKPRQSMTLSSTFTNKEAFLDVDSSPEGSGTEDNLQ
CHT allo act = CHT positive allosteric modulators, primary screen, cell-based, membrane potential dye, choline EC20 | CHT-expressing cells; hits give high values; LV-AA mutant CHT in HEK293 cells | B-score at 10 µM | 310,000 compounds, 0.49% hits | AID 488977, 2010;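 active = initial fluorescence not abnormally high and integrated response B-score, plate-corrected, over 3 SD above library mean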
The depositor's hits bear a star; i = inactive.

Each structure is followed by: CHT inh, CHT allo act
1) Cc1ccc2nc3c(cc(C(=O)NC4CCS(=O)(=O)C4)n3Cc3ccccc3)c(=O)n2c1 (stereo unspecified)
    i, i
2) CC(C)C(=O)NC(=S)N1CCc2ccccc21
    i, i
3) COc1ccc(C2CC(C(F)(F)F)n3nc(C(=O)NCCCn4ccnc4)cc3N2)cc1OC (stereo unspecified)
    i, i
4) CC(=O)Cc1nsc(Nc2ccc(F)cc2)n1
    i, i
5) CCCCc1c(C)c2cc(C)ccc2[nH]c1=O
    i, i
6) COc1ccccc1NS(=O)(=O)c1cc2c3c(c1)CC(=O)N3CCC2
    i, i
7) O=C(N/N=C/c1ccc(OC(=O)c2ccc([N+](=O)[O-])cc2)cc1)c1cccnc1
    i, i
8) CC(=O)N1CCN(c2ccc(NC(=O)c3ccc4c(c3)OCCO4)cc2)CC1
    i, i
9) CCC(/C=N/Nc1ccc(S(=O)(=O)N2CCCC2)cc1[N+](=O)[O-])CC
    i, i
10) Cc1nc([N+](=O)[O-])c(Sc2nc3ccccc3n2C)n1Cc1ccccc1
    i, i
11) O=Cc1cn(-c2ccccc2)nc1-c1cc2ccccc2oc1=O
    i, i
12) Cc1ccc(S(=O)(=O)/N=C/N(C)C)cc1
    i, i
13) COc1ccc(C(=O)Oc2ccc(/C=N/NC(=O)Cc3ccc([N+](=O)[O-])cc3)cc2)cc1
    i, i
14) O=C(c1cc2ccccc2oc1=O)N1CCN(C(=O)C2CCCO2)CC1 (stereo unspecified)
    i, i
15) COc1ccc(-c2cc3n(n2)CCc2nc4ccccc4n2-3)cc1
    i, i
16) Cc1oc2ccc(O)cc2c1C(=O)c1ccc(Cl)cc1
    i, i
17) c1ccc(N2CCN(c3ncnc4c3oc3ccccc34)CC2)cc1
    i, i
18) CN(Cc1ccno1)Cc1cn(Cc2ccccc2)nc1-c1ccc2c(c1)OCO2
    i, i
19) Nc1c(-c2ccc(Cl)cc2)cnc2c(-c3ccc(F)cc3)cnn12
    i, i
20) O=C(Cc1c(F)cccc1Cl)Nc1cccnc1
    i, i
21) COc1ccc(CNC(=O)[C@H](Cc2c[nH]c3ccccc23)NC(=O)[C@@H]2Cc3ccccc3CN2)cc1
    i, i
22) Cn1cc([N+](=O)[O-])c(C(=O)NC2CCCCCC2)n1
    i, i
23) Cc1onc(C(=O)NCc2cccs2)c1[N+](=O)[O-]
    i, i
24) CC1CC(C)CN(CCCNC(=O)c2ccc3c(c2)NC(=O)C(N2CCCCC2)S3)C1 (stereo unspecified)
    i, i
25) CC1CCN(C(=O)COC(=O)c2ccc(=O)n(Cc3ccccc3)n2)CC1
    i, i
26) CCn1c(SCC(=O)Nc2nc3ccccc3s2)nc2c(c1=O)SC(C)C2 (stereo unspecified)
    i, i
27) CCCc1ccc(NC(=O)C2CCN(c3cnccn3)CC2)cc1
    i, i
28) COc1cc([N+](=O)[O-])cc([N+](=O)[O-])c1NC(=O)N1CCOCC1
    i, i
29) C[C@]12CCC(=O)C=C1[C@H](O)C[C@@H]1[C@@H]2[C@@H](O)C[C@@]2(C)[C@H]1CC[C@]2(O)C(=O)CO
    i, i
30) Nc1nnc(SCC(=O)NCCNC(=O)CSc2nnc(N)s2)s1
    i, i
31) O=C(CN1C(=O)COc2ccccc21)NCCCN1CCN(c2ccccc2F)CC1
    i, i
32) O=c1[nH]cccc1-c1nc2ccccc2n1Cc1ccc(F)cc1
    i, i
33) CN(C)c1ccc(C(=S)N2CCOCC2)cc1Br
    i, i
34) OC[C@H](O)[C@H](O)[C@@H](O)[C@@H](O)[C@@H]1SC(c2ccccc2)=NN1c1ccccc1
    i, i
35) COc1ccc(C)cc1NC(=O)CN1CCN(S(=O)(=O)c2ccc(Cl)cc2)CC1
    i, i
36) CCCCOc1ccc(C(=O)N/N=C/c2cn[nH]c2-c2ccc(OC)c(OC)c2)cc1
    i, i
37) CC(C)CC(=O)N(c1nnc(-c2cccnc2)s1)C1CCCC1
    i, i
38) O=C(COc1cccc([N+](=O)[O-])c1)NN1C(=O)c2ccccc2C1=O
    i, i
39) O=C(CSc1nnc2ccc(-c3cccnc3)nn12)Nc1ccccc1
    i, i
40) CCC(=O)c1ccccc1OCCN1C(=O)NC(C)(C)C1=O
    i, i
41) FC(F)Oc1ccc(-c2csc(NNC3=NCCCCC3)n2)cc1
    i, i
42) CC1CCN(S(=O)(=O)c2ccc(NC(=O)CSc3ncccc3C(=O)O)cc2)CC1
    i, i
43) CCCc1ccc(C(=O)NNc2ccccc2F)cc1
    i, i
44) Cc1cc(C(=O)CSc2nc3ccc(Cl)cc3[nH]2)c(C)n1Cc1ccco1
    i, i
45) O=Cc1cc(Cl)ccc1OCCN1CCC(Cc2ccccc2)CC1
    i, i
46) Cc1cccc(NC(=O)c2ccc(S(=O)(=O)N3CCC(C)CC3)cc2)n1
    i, i
47) C[C@H](NC(=O)N1CCn2c1nc1ccccc12)C(=O)NCC1CCCO1 (stereo partly specified)
    i, i
48) Cc1cc(C)n(-c2ccc(Cl)c(C(=O)NCc3ccccc3)n2)n1
    i, i
49) O=C1CCc2cc(S(=O)(=O)N3CCCC3C(=O)N3CCN(c4ccccc4)CC3)ccc2N1 (stereo unspecified)
    i, i
50) CCO[C@H]1OC(C(=O)N2CCN(C)CC2)=C[C@@H](c2ccc(Br)cc2)[C@@H]1CCCO
    i, i
51) C(=N\Nc1nc(-c2ccccn2)nc2ccccc12)/c1ccccc1
    i, i
52) CCn1c(=O)c(=O)[nH]c2cc(C(=O)NC(C)c3ccc(S(N)(=O)=O)cc3)ccc21 (stereo unspecified)
    i, i
53) COc1cccc(CNC(=O)CCC2CCCN(C(=O)c3cccc4c(C)c(C)[nH]c34)C2)c1 (stereo unspecified)
    i, i
54) Cc1cc(N2CCN(C(=O)c3ccco3)CC2)n2ncc(-c3ccccc3)c2n1
    i, i
55) C=CCSc1[nH]c(=O)cc(C)c1C(N)=O
    i, i
56) CC1CC(C)CN(C(=O)C2CCN(S(=O)(=O)c3c(Cl)cccc3Cl)CC2)C1 (stereo unspecified)
    i, i
57) COC(=O)C1CN(S(=O)(=O)c2ccccc2)CCN1S(=O)(=O)c1ccccc1 (stereo unspecified)
    i, i
58) CC1(C(=O)N2CC3(CC(c4cccc(NC(=O)COc5ccc(Cl)cc5)c4)=NO3)C[C@@H]2C(N)=O)CC1 (stereo partly specified)
    i, i
59) CC(C)(C)OC(=O)N1CCN(C(=O)[C@H](Cc2ccc(O)cc2)n2cc(CCO)nn2)CC1
    i, i
60) Cc1ccc(N=Nc2c(C)[nH]n(-c3ccccc3)c2=O)c(C)c1
    i, i

Full records as entered above. Order of values: CHT inh, CHT allo act
CCCc1ccc(C(=O)NNc2ccccc2F)cc1 is listed as i, i
CCn1c(=O)c(=O)[nH]c2cc(C(=O)NC(C)c3ccc(S(N)(=O)=O)cc3)ccc21 (stereo unspecified) is listed as i, i
CN(C)c1ccc(C(=S)N2CCOCC2)cc1Br is listed as i, i

(further entries)
Each structure is followed by: CHT inh, CHT allo act
61) Cc1cc(C)c(OCC(=O)Nc2ccccn2)c([N+](=O)[O-])c1
    i, i
62) CNCC(O)C(O)C(O)C(O)CO (stereo unspecified)
    i, i
63) Cn1c(O)c(/C=C2\C=NN=C2c2ccccc2)sc1=S
    i, i
64) OCCNCCOc1ccc(Cl)c(Cl)c1
    i, i
65) O=c1cc(/C=C/c2cccs2)[nH]c2ccccc12
    i, i
66) FC(F)Oc1ccc(/C=N/n2c(Cc3ccc(Br)cc3)n[nH]c2=S)cc1
    i, i
67) COc1ccc(S(=O)(=O)N(Cc2cccs2)C2CCCC2)cc1
    i, i
68) CC(=O)N1CCN(c2nc3cc4c(cc3nc2NS(=O)(=O)c2ccccc2)OCCO4)CC1
    i, i
69) Cc1csc(SCC(=O)NC(=O)NC(C)C)n1
    i, i
70) Cn1nnnc1SCC(=O)NC(=O)Cc1ccccc1
    i, i
71) O=C(c1ccccc1F)N1CCC(N2CCCCCC2)CC1
    i, i
72) CCCn1cc(S(=O)(=O)CC(=O)Nc2ccc(OCC)cc2)c2ccccc21
    i, i
73) CCOC(=O)C(C)Sc1nnc(NC(=O)c2cccc([N+](=O)[O-])c2C)s1 (stereo unspecified)
    -5.2*, i
74) CCn1c(SCC(=O)N2CCCc3ccccc32)nc2ccccc2c1=O
    -6.1*, i
75) CC(C)NC(=S)N/N=C/c1c[nH]c2ccccc12
    i, i
76) N#CC1(NC(=O)COC(=O)Cn2[nH]c(=O)c3ccccc3c2=O)CCCCC1
    i, i
77) CN(Cc1cnn(C)c1)C(=O)C1CCCCC1C(=O)O (stereo unspecified)
    i, i
78) CCNc1nc(NCC)n2c(SCC(=O)N3CC4(C)CC3CC(C)(C)C4)nnc2n1 (stereo unspecified)
    i, i
79) Clc1ccc(-c2csc(N3CCC(c4ccccc4)C3)n2)cc1 (stereo unspecified)
    i, i
80) CCN1C(=O)[C@H]2[C@@H](c3ccc(Cl)cc3)N3C(=O)CN(CCOC)C(=O)[C@@]3(C)[C@H]2C1=O
    i, i
81) O=C(O)/C=C/C(=O)N1CCN(Cc2ccc3c(c2)OCO3)CC1
    i, i
82) CN(Cc1ccc(F)cc1)S(=O)(=O)c1nnc(NC(=O)c2ccccc2)s1
    i, i
83) Cc1cccc(C)c1-n1c(C)cc(/C=N/NC(N)=S)c1C
    i, i
84) Cc1cc(C)n(-c2nc3c(c(=O)[nH]c(=O)n3C)n2C(C)C)n1
    i, i
85) CC(C)CNC(=O)C(=O)NN=C1CCCCCC1
    i, i
86) Cc1cccc(C(=O)N(c2ccccn2)C(C)c2ccco2)c1 (stereo unspecified)
    i, i
87) CC1=C(C(=O)Nc2ccccc2C(=O)N2CCC(C)CC2)SCCO1
    i, i
88) COc1cc(C=O)ccc1OCC(=O)NC(C)(C)C
    i, i
89) Cc1ccc(Cc2cnc(NC(=O)/C(C#N)=C/c3ccc(-c4ccc([N+](=O)[O-])cc4)o3)s2)cc1
    i, i
90) Cc1cc(OCn2ccc(C(=O)O)n2)ccc1Cl
    i, i

2 of these compounds, reformatted.
item | SMILES | CHT inh | CHT allo act
67 | COc1ccc(S(=O)(=O)N(Cc2cccs2)C2CCCC2)cc1 | i | i
77 | CN(Cc1cnn(C)c1)C(=O)C1CCCCC1C(=O)O (stereo unspecified) | i | i

Next part:
Each structure is followed by: CHT inh, CHT allo act
91) Cc1cccc(NC(=O)c2nc[nH]c2C(=O)N[C@@H](CC(C)C)C(=O)OC(C)(C)C)c1
    i, i
92) Cc1ccc(N2CC(NS(=O)(=O)c3cc(F)ccc3F)CC2=O)cc1C (stereo unspecified)
    i, i
93) CCOC(=O)N1CCC(NC(=O)CN(C)S(=O)(=O)c2cc3c(cc2Cl)NC(=O)CO3)CC1
    i, i
94) Fc1ccc(CN(Cc2ccccc2)C(c2cccs2)c2nnnn2C2CCCCC2)cc1 (stereo unspecified)
    i, i
95) COc1cccc2[nH]c(C(=O)NCCc3ccccc3)cc12
    i, i
96) CC(C)OC(=O)CC1C(=O)NCCN1C(=S)NC(=O)c1cccs1 (stereo unspecified)
    i, i
97) O=C(Cc1ccc(Cl)cc1)Nc1cccc(C(=O)Nc2ccccc2C(=O)O)c1
    i, i
98) Cc1ccc(C(=O)C(C)OC(=O)CN2C(=O)NC3(CCCC3)C2=O)cc1C (stereo unspecified)
    i, i
99) COc1ccc(N(CC(=O)NC2CCCC2)C(=O)CCC(=O)Nc2nc(C)cs2)cc1OC
    i, i
100) COC(=O)c1ccc(CNC(=O)c2sccc2-c2ccccc2)cc1
    i, i
101) CCOc1ccc(N(CC(=O)NCc2ccccc2)C(=O)CCC(=O)Nc2nccs2)cc1
    i, i
102) COC(=O)c1sccc1NC(=O)c1cc(-c2cc(C)ccc2C)nc2ccccc12
    i, i
103) COc1ccc(CNC(=O)c2cc3c(=O)n4ccccc4nc3n(CC3CCCO3)c2=N)cc1 (stereo unspecified)
    i, i
104) c1ccc2c(-c3nc4ncccc4o3)cccc2c1
    i, i
105) CCCCN1C(=O)/C(=C(/C#N)C(N)=O)c2ccccc21
    i, i
106) Cc1ccc(CCC(=O)Nc2ccc(Cl)cc2)o1
    i, i
107) COC(=O)c1ccc(CSc2n[nH]c(C)n2)o1
    i, i
108) CC(c1cccnc1)N(C(=O)Nc1ccccc1)C1CCCCC1 (stereo unspecified)
    i, i
109) COc1ccccc1-n1cc(C(=O)c2cc(Cl)ccc2O)cc(C#N)c1=O
    i, i
110) CN1CCN(C(=O)NC2CCCCC2)CC1
    i, i
111) COc1ccc(NC(=O)c2sc3cc(C(F)(F)F)cnc3c2-c2cccs2)cc1
    i, i
112) Cc1ccccc1C(=O)N1CC(=O)Nc2ccc(F)cc2C1c1ccc(F)cc1 (stereo unspecified)
    i, i
113) CN(C)c1ccc(CNC(=O)c2ccc(CNc3c(N4CCCCC4)c(=O)c3=O)cc2)cc1
    i, i
114) O=S(=O)(c1ccc(-c2ccccn2)s1)N1CCC2(CC1)OCCO2
    i, i
115) CC(NC(=O)c1ccc(C(C)(C)C)cc1)C(=O)O (stereo unspecified)
    i, i
116) COc1ccc(-c2nc(=S)c3c(n2Cc2cccnc2)CC(C)(C)OC3)cc1
    i, i
117) Cc1ccnc(NC(=S)N2CCN(c3cccc(C(F)(F)F)c3)CC2)c1
    i, i
118) O=C(CSc1nc(C2CCCCC2)nc2ccccc12)NCc1ccco1
    i, i
119) CN(c1nc2ccccc2n2c(C3CC3)nnc12)S(=O)(=O)c1ccccc1
    i, i
120) COc1cc(-c2nc(-c3ccc4c(c3)-c3ccccc3S4(=O)=O)c(-c3ccccc3)[nH]2)cc(OC)c1O
    i, i
121) CC(=O)Nc1ccc(/C(C)=N/NS(=O)(=O)c2ccccc2)cc1
    i, i
122) CCOc1ccc2c(c1)-c1c(ssc1=S)C(C)(C)N2
    i, i
123) Oc1ccccc1N1CCN(c2ncnc3scc(-c4ccccc4)c23)CC1
    i, i
124) COc1cccc(Nc2nc3ccccc3n3cnnc23)c1
    i, i

This is a random part of the collection; about 1.5% have a hit in one of these screens.
